Rac1 wt modul – modulators of human Rac1 wildtype GTP binding; P63000; GST-Rac1 beads, fluorescent GTP binding, flow cytometry; actives lie on both sides; 0 = cold GTP competed, 100 = untreated; GTP binding activity (% of control), % at 10 µM; 190,000 compounds, 0.27% hits; AID 757;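 active means GTP binding activity at least 20 points away from the 100% control level, either lower or higher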
Rab7 wt modul – modulators of GTP binding to dog Rab7 wildtype GTPase | GST-Rab7 beads, fluorescent GTP binding, flow cytometry; actives lie on both sides; untreated = 100%, excess cold GTP = 0% | GTP binding activity (percent of control), % at 10 µM | 190,000 compounds, 0.055% hits;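 active means fluorescent GTP binding to Rab7 beads changed by at least 20 points from the 100% baseline, either direction, mostly lower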;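 further: median green fluorescence of bound Bodipy-FL-GTP per Rab7 bead population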
Rab2 wt GTP – changes GTP binding to wildtype dog Rab2A, up or down | P61105 | GST-Rab2 wt beads, Bodipy-GTP binding, flow cytometry | 190,000 compounds, 0.19% hits | AID 760 | GTP binding activity, % at 10 µM;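 active means GTP binding activity at least 20 points away from 100%, either lowered or raised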;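 further: 0% = beads with excess unlabeled GTP and 100% = no-compound control corrected for plate trend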
Rac1 mut GTP – human Rac1 activated mutant GTP binding change. P63000. AID 764. percent activity (GTP binding), % at 10 µM. 190,000 compounds, 0.11% hits. GST-Rac1 activated beads, fluorescent GTP binding, flow cytometry; actives lie on both sides; 100% means binding = to untreated wells;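 active means GTP binding at least 20 percentage points away from the 100% baseline, in either direction, so actives lie on both sides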
Mcl1-Bid inh – Mcl-1/Bid interaction inhibition. AID 1021. inhibition, % at 21.7 µM. Q07820. 220,000 compounds, 0.97% hits. TR-FRET Mcl-1/Bid-Dy647 peptide binding, 1536-well;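 active means compounds that cut the binding signal by more than half at the single screening dose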;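 further: His-tagged Mcl-1 with europium anti-His antibody binding Bid BH3 peptide; 0% = Mcl-1 plus peptide wells and 100% = peptide-only wells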
Target sequence (Q07820 whole entry, looked up): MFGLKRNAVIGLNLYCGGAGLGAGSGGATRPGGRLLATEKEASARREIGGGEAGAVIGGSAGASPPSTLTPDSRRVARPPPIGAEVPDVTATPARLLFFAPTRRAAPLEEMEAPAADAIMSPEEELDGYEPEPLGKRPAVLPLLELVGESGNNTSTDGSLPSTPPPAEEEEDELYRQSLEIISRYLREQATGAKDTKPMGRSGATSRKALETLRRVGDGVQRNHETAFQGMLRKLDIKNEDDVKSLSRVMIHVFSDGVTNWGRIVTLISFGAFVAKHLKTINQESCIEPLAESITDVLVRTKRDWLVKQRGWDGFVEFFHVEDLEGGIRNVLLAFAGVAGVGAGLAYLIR
Avidin fluor – avidin bead compound fluorescence profile; AID 1775; 220,000 compounds, 0.38% hits; Avidin beads, compound fluorescence 488/530 nm, flow cytometry; hits give high values; fluorescence (KMESF) at 10 µM; in the data active means fluorescence above about 47; further: inactives centre near 10
Cdc42 wt GTP – modulators (inhibitors or activators) of GTP binding to human Cdc42 wildtype; P60953; 190,000 compounds, 0.2% hits; GST-Cdc42 beads, Bodipy-GTP binding, flow cytometry; actives lie on both sides; AID 761; percent activity (GTP binding), % at 10 µM;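 active means percent activity GTP binding at least 20 points away from the 100% baseline, either down as inhibitor or up as activator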;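 further: median bead fluorescence of bound Bodipy-FL-GTP at 100 nM; 0% = excess unlabeled GTP control and 100% = no compound control; below 100% means less GTP binding so inhibitor and above means activator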
Target sequence (P60953 whole entry, looked up): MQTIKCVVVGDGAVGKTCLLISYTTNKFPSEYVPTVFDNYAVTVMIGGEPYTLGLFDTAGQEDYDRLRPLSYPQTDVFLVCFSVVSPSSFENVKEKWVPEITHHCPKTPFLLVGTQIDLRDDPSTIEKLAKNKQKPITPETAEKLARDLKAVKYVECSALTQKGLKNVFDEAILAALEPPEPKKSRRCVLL
Pf gametocyte – inhibitors of late stage P. falciparum gametocyte viability; P. falciparum stage V gametocytes, ATP luminescence, 24 h; inhibition, % at 10.9 µM; 150,000 compounds, 0.065% hits; AID 743093;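 active means inhibition above the mean plus 3 SD of compounds within the control limits, set per campaign, cut at about 38% in these data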;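 further: 0% = DMSO wells and 100% = medium only without gametocytes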
HRas wt GTP bind – human HRas wildtype GTP binding, change in either direction. GST-Ras wt beads, Bodipy-FL-GTP binding, flow cytometry; actives lie on both sides. GTP binding activity, % at 10 µM. 190,000 compounds, 0.14% hits. P01112. AID 759;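 active means GTP binding activity at least 20% away from the 100% baseline, either lowered as inhibitor or raised as activator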;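 further: 0% = unlabeled GTP competition control and 100% = no-compound control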
Target sequence (P01112 whole entry, looked up): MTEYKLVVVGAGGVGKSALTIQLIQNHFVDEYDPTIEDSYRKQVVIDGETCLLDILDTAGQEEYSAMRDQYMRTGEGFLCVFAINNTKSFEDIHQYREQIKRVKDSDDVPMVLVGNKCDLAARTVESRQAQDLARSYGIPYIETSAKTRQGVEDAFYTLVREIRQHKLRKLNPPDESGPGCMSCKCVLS
GSH bead fluor – GSH bead compound fluorescence profile. GSH beads flow cytometry, compound fluorescence 488/530 nm; hits give high values. 190,000 compounds, 0.25% hits. fluorescence (KMESF) at 10 µM. AID 1776; in the data active means fluorescence above about 89;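 further: glutathione beads carrying GST-tagged Bcl family fusion proteins plus one bare bead set; values are compound well signal with DMSO vehicle wells as background; inactives centre near 16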
Mcl1 Noxa PPI – disrupts binding of human Mcl-1 to Noxa peptide | TR-FRET Mcl-1/Noxa peptide binding, 2 h | inhibition, % at 21.7 µM | Q07820 | 220,000 compounds, 1.5% hits;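 active means compounds that cut the protein-peptide binding signal by more than 50% relative to plate controls in a single-dose test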;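 further: His-tagged Mcl-1 with rhodamine Noxa BH3 peptide and terbium anti-His antibody; 0% = Mcl-1 plus Noxa peptide wells and 100% = peptide-only wells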
An asterisk follows results filed as active; nt = no result given. Random draw from the library; 3% or so of the library scored in one or more.

SMILES	Rac1 wt modul	Rab7 wt modul	Rab2 wt GTP	Rac1 mut GTP	Mcl1-Bid inh	Avidin fluor	Cdc42 wt GTP	Pf gametocyte	HRas wt GTP bind	GSH bead fluor	Mcl1 Noxa PPI
CCCn1c(NC(=O)c2cccc(S(=O)(=O)N3CCCC3)c2)nc2ccccc21	96	96	93	97	-58	38	96	nt	96	24	-58
COc1ccc(Oc2nc(-c3ccccc3)ncc2C(=O)O)cc1	95	94	93	89	-1	9	92	nt	91	14	21
COC(=O)c1ccccc1NC(=O)CCCn1nc([N+](=O)[O-])cc1C	103	104	103	101	-9	22	102	4	99	13	-17
CCOC(=O)/C(C#N)=C\c1cccnc1	97	96	99	97	-38	22	93	-30	96	13	-3
CCOC(=O)c1sc(NC(=O)c2ccc(OC(C)=O)cc2)nc1C	105	106	98	96	-8	13	97	9	100	12	29
CCC(=O)c1cn(CC(=O)NCc2cccnc2)c2ccccc12	99	100	99	97	-7	19	99	nt	100	28	22
COC(=O)c1ccc(C(=O)OC)c(NC(=S)N2CCC(N3CCCCC3)CC2)c1	97	106	101	98	-26	11	96	16	100	16	3
CCCCNC(=O)/C=C/c1ccc(OC)c(Br)c1	104	102	100	98	0	25	100	nt	101	23	6
CCOC(=O)c1c(NC(=O)c2ccccc2C)sc2c1CC(C)(C)OC2	112	106	104	104	-11	10	106	2	106	8	9
Cc1ccc2nc(-c3ccc(NC(=O)C(C)N4C(=O)c5ccccc5C4=O)cc3)sc2c1 (centres undefined)	98	100	98	98	-6	15	98	15	98	8	-13
CCOC(=O)CNC(=O)C1c2cc(OC)c(OC)cc2C(=O)N(C)C1c1ccccc1F (centres undefined)	104	100	97	100	16	24	100	nt	99	32	24
Cc1cc(C)n(CC(=O)c2cccc(N)c2)n1	99	96	98	96	-27	9	101	-5	96	17	11
COCCCNC(=O)C(F)(F)C(F)(F)C(=O)NCCCOC	96	97	96	96	-11	7	98	nt	98	22	3
COc1ccc(C2=NOC(C(=O)NCc3ccccc3)C2)cc1 (centres undefined)	104	104	106	103	-70	7	106	nt	106	25	-12
O=C(Nn1c(SCc2ccccc2F)nc2ccsc2c1=O)c1ccccc1	97	94	95	96	21	9	95	-6	95	5	13

Record cards, as listed above.
CCCn1c(NC(=O)c2cccc(S(=O)(=O)N3CCCC3)c2)nc2ccccc21 is entered as Rac1 wt modul = 96; Rab7 wt modul = 96; Rab2 wt GTP = 93; Rac1 mut GTP = 97; Mcl1-Bid inh = -58; Avidin fluor = 38; Cdc42 wt GTP = 96; Pf gametocyte = nt; HRas wt GTP bind = 96; GSH bead fluor = 24; Mcl1 Noxa PPI = -58
COc1ccc(Oc2nc(-c3ccccc3)ncc2C(=O)O)cc1 is entered as Rac1 wt modul = 95; Rab7 wt modul = 94; Rab2 wt GTP = 93; Rac1 mut GTP = 89; Mcl1-Bid inh = -1; Avidin fluor = 9; Cdc42 wt GTP = 92; Pf gametocyte = nt; HRas wt GTP bind = 91; GSH bead fluor = 14; Mcl1 Noxa PPI = 21

Carrying on:
SMILES	Rac1 wt modul	Rab7 wt modul	Rab2 wt GTP	Rac1 mut GTP	Mcl1-Bid inh	Avidin fluor	Cdc42 wt GTP	Pf gametocyte	HRas wt GTP bind	GSH bead fluor	Mcl1 Noxa PPI
Cc1ccc(NC(=S)N2CCC(N(C)CC3CCCO3)CC2)cc1C (centres undefined)	96	100	99	95	-27	8	96	0	97	9	-12
CCCCN1C(=O)C(NC(=O)c2cccnc2)(C(F)(F)F)C2=C1CC(C)(C)CC2=O (centres undefined)	101	100	104	99	3	6	103	1	102	20	5
Cc1cc(NC(=O)c2cc(-c3ccncc3)nc3c(C)cccc23)no1	92	90	91	92	22	30	95	0	92	13	28
CCOC(=O)C1=C(CNCCc2ccc(Cl)cc2)NC(=O)NC1c1cccc([N+](=O)[O-])c1 (centres undefined)	107	107	101	98	-17	10	100	4	103	20	27
COc1ccc(OCC(=O)OC(C)CN2CCOCC2)cc1 (centres undefined)	100	98	99	98	10	3	97	nt	96	40	24
O=C(COC(=O)CCCSc1nc2ccccc2[nH]1)Nc1ccc(Oc2ccccc2)cc1	100	98	92	98	-6	8	98	-5	93	11	20
COc1cc(/C=C(/C#N)c2ccccc2F)ccc1OCc1ccccc1	108	104	101	101	-9	10	102	31	100	18	-7
Cc1ccc(-c2ccc(=O)n(CC(=O)NCc3ccc(F)cc3)n2)cc1	102	94	97	92	-21	10	97	-10	97	19	-4
Cc1ccc(Cl)cc1N1CCN(C(=O)c2cn(C)c(=O)c3c2c2ccccc2n3C)CC1	99	100	98	97	0	9	97	nt	98	11	-2
CN(C)c1ncc(S(=O)(=O)c2ccc(Cl)cc2)c(-c2ccccc2)n1	100	99	100	99	2	7	98	-24	99	27	-11
O=C(CSc1nc2ccncc2[nH]1)Nc1ccccc1C(F)(F)F	98	99	97	96	-17	36	97	nt	98	24	-2
Cc1ccc(S(=O)(=O)N(CC(=O)N/N=C/c2cccc(Cl)c2)c2cccc3cccnc23)cc1	99	101	100	99	86*	9	101	nt	99	11	-18
CN(C)c1ccc(-c2nn3c(-c4ccc(Cl)cc4)nnc3s2)cc1	100	99	97	96	23	31	99	nt	100	19	26
Cc1cccc(C(=O)Nc2onc(C)c2C#N)c1	95	98	95	96	6	27	95	2	96	23	13
Cn1c(=O)n(C)c2cc(NC(=O)C(F)(F)F)ccc21	101	99	99	100	-9	4	99	-14	98	10	-9
Cc1sc2nc(C3CC3)nc(SCC(=O)N3CC(=O)Nc4ccccc43)c2c1C	100	99	95	99	7	37	99	nt	96	10	-41
CCSc1nc(-c2ccc(OC)cc2)ccc1C#N	80	94	93	91	4	27	83	nt	89	11	6
Cc1ccc(C)c(OCC(O)CN2CCC(C)CC2)c1C (centres undefined)	106	103	102	99	27	26	109	19	105	9	13
NC(=O)C1(N2CCCCC2)CCN(C(=O)c2cccs2)CC1	103	105	103	99	-7	29	105	nt	99	14	-1
CC(=O)c1cc(CN2CCC(N3CCC(C(=O)N4CCCC4)CC3)CC2)cs1	102	96	100	97	0	7	96	nt	101	12	-6
Cc1nnc(NC(=O)c2ccc3ccccc3c2)o1	103	97	102	99	-7	8	100	nt	100	16	-7
CCn1c(COc2cccc(OC)c2)nnc1SCC(=O)N1CCOCC1	102	101	101	97	-29	11	97	nt	99	42	4
Cc1ccc(C(=O)Oc2oc(-c3ccccc3)nc2C=Nc2ccc(N(C)C)cc2)cc1	99	97	95	98	-28	17	99	11	96	16	-2
COc1ccccc1CCNC(=O)C1CCCO1 (centres undefined)	95	98	96	93	-7	12	96	8	98	31	-3
Cc1[nH]n(-c2ccccc2)c(=S)c1C=NCCCN=Cc1c(C)[nH]n(-c2ccccc2)c1=S	105	101	102	106	-74	0	107	-11	105	10	-24
CC(C)(C)c1ccc(OCC(=O)N/N=C/c2ccc(N3CCOCC3)cc2)cc1	102	95	97	97	4	12	100	-16	99	21	-4
C#CCOCCOCCOCCNc1nc(N2CCN(C(=O)[C@H](CCCCN)n3cc([C@@H](N)C(C)CC)nn3)CC2)nc(N2CCN(C(=O)[C@H](Cc3ccc(O)cc3)n3cc([C@@H](N)CC(C)C)nn3)CC2)n1 (some centres undefined)	98	96	96	98	13	7	97	nt	96	18	-1
CCN1CCc2c(sc(NC(=S)NC(=O)c3ccccc3)c2C#N)C1	100	96	97	96	17	19	100	-5	98	11	29
O=S(=O)(c1ccc(Cl)cc1)N1CCN(C2CCN(Cc3ccccc3)CC2)CC1	108	103	104	102	-17	15	110	1	101	28	-3
CCOC(=O)c1nn(-c2ccccc2)c2nnc(Cc3ccc(C)cc3)c(=O)n12	99	101	97	99	-12	6	98	8	102	8	15
Cc1ccc(S(=O)(=O)N2CCCC2C(=O)OCc2nc3ccccc3s2)cc1 (centres undefined)	105	97	101	97	-4	15	102	nt	103	30	11
CN(C)N1C(N)=C(C#N)C(c2cccc3ccccc23)C2=C1CC(c1ccccc1)CC2=O (centres undefined)	107	98	98	99	-70	11	99	nt	100	8	5
O=C(ON=C1CCN(c2ccc([N+](=O)[O-])cc2)CC1)c1ccccc1	101	98	101	98	-10	8	101	-1	101	27	8
CCOC(=O)c1cc(C(=O)n2cc(Cl)cn2)nn1C	104	96	98	101	0	11	101	12	99	22	-2
COc1cccc(OCCOc2cccc(/C=N/n3cnnc3)c2)c1	102	97	102	99	-10	12	103	-12	102	49	-12
CCOC(=O)C1CCN(C(=O)Cc2ccccc2OC)CC1	104	98	101	98	-5	10	100	nt	98	10	15
O=C(NN=C(Cc1ccccc1)Cc1ccccc1)c1ccccc1F	95	107	101	95	-30	9	100	14	98	15	6
Cc1oc(/C=N/NC(=O)CN(c2ccccc2Cl)S(C)(=O)=O)cc1Br	100	94	97	100	-29	16	103	6	98	12	-10
O=C(COc1ccc2ccccc2c1)Nc1nc2ccccc2[nH]1	99	94	98	97	-42	5	101	nt	99	16	12
O=C(CN1C2=NCCCN2c2ccccc21)c1cccs1	108	100	101	102	-1	10	99	3	102	16	15
COc1cccc2cc(C(=O)N3CCN(C(=O)c4ccccc4)CC3)c(=O)oc12	105	98	100	102	-11	21	104	nt	102	23	-13
Nc1ccc(-c2ccc(N)cc2C(F)(F)F)c(C(F)(F)F)c1	97	97	101	99	-15	123*	100	-19	98	24	8
CC(C)OC(=O)c1nnn(-c2nonc2N)c1CN1CCCCCC1	107	101	100	100	-15	4	99	nt	101	44	10
Cc1cc(C(=O)NC2CCCc3ccccc32)no1 (centres undefined)	101	103	100	99	-6	47*	99	nt	102	22	14
COc1ccc(NC(=O)C2(c3ccccc3)CCCC2)cc1	101	98	98	97	-29	13	99	-3	98	24	-1
CO/N=C/c1ccc(N2CCN(C(=O)c3cccc(Cl)c3)CC2)c([N+](=O)[O-])c1	104	101	100	98	-24	12	98	-24	99	14	2
COc1ccccc1N(C(=O)Cn1nnc2ccccc21)C(C(=O)NCc1ccco1)c1ccc(C)o1 (centres undefined)	98	95	97	94	-27	7	105	-1	98	248*	17
COc1ccc(C/C(C)=N/NC(=S)Nc2ccccc2)cc1	102	98	97	100	-61	14	95	8	99	4	-36
CC[n+]1oc(-c2ccccc2)cc1C	98	94	95	98	15	11	96	10	97	11	16
COC(=O)c1cc(=O)n(CCc2ccccc2)c(=Nc2ccc(F)cc2)s1	105	98	99	99	-4	4	97	nt	97	25	13
CCOC(=O)C(C)c1nc2ccccc2[nH]c1=O (centres undefined)	97	100	97	97	4	40	99	nt	97	13	16
c1ccn2cc(-c3ccc4c(c3)OCCO4)nc2c1	98	99	99	95	-15	10	98	26	96	8	16
COc1ccccc1-c1nnc(NC(=O)c2ccccc2F)o1	99	100	98	96	-12	7	98	nt	99	13	-3
CCCCN1C(=O)C2ON(c3ccccc3C)C(c3ccco3)C2C1=O (centres undefined)	100	98	100	97	7	15	100	nt	98	33	5

Source: PubChem
